SUMO1-SIM PPI: modulators of human SUMO1-mediated protein-protein interactions; SUMO1 binding to a labelled peptide, TR-FRET, 1 h; inhibition, % at 20 µM; 0.33% of 360,000 active; AID 602429; in the data active = inhibition above about 37%
Target sequence (P63165 whole entry, looked up): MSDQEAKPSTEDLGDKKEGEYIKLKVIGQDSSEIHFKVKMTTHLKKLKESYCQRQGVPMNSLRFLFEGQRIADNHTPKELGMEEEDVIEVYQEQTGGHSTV
Rpn11 inh: inhibitors of human proteasome Rpn11; O00487; human 26S proteasome, Ub4-pepOG fluorescence polarization; 20S core pre-blocked with epoxomicin; calls only at 20 µM; 0.59% of 360,000 active; AID 588493;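 active = inhibition at 20 µM, scaled to each plate's controls, above about 33%, limit read from the data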
Scp1 inh: blocks human Scp-1 phosphatase activity; inhibition, % at 20 µM; Q9GZU7; 0.88% of 340,000 active; Recombinant Scp1, phosphopeptide, malachite green phosphate absorbance;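 active = inhibition above about 50% at 20 µM, limit read from the data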;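 also: plate controls were DMSO wells with enzyme for no effect and wells lacking enzyme for full effect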
Target sequence (Q9GZU7 76-261 limits assumed): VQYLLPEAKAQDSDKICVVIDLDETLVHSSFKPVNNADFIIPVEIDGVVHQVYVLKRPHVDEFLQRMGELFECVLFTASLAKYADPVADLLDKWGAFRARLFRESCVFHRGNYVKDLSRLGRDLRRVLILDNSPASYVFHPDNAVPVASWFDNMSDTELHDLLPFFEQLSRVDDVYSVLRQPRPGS
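Test system: SCP-1 catalytic domain; Buffer or medium: Acidic Tris acetate buffer with magnesium and detergent; Also added: Phosphorylated 17-residue peptide substrate; Compound: single 20 µM dose, 1% DMSO; Schedule: enzyme reaction 45 min at room temperature, colour 5 min, stabilisation 30 min; Signal: Phosphate-binding colour reagent, absorbance read at 630 nm.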
DNMT1 block: inhibitors of human DNMT1; P26358; DNMT1 molecular beacon, Hinp1I cleavage, fluorescence; inhibition (reported as % activation of signal), % at 10 µM; 0.83% of 360,000 active; AID 588458; in the data active = inhibition above about 50%
Rin1 Abl inh: blocks binding of human Rin1 to Abl | P00519+Q13671 | TR-FRET Rin1/Abl binding, biochemical | inhibition, % at 7.35 µM | 0.4% of 360,000 active | AID 588664; in the data active = inhibition above about 5%, passing the limit was not always enough
Neddyl block: cullin neddylation inhibition; P61081+Q13564; TR-FRET cullin neddylation, biochemical; calls only at 25 µM; 0.58% of 360,000 active; AID 651699; in the data active = inhibition above about 36%
Target sequence (P61081 whole entry, looked up): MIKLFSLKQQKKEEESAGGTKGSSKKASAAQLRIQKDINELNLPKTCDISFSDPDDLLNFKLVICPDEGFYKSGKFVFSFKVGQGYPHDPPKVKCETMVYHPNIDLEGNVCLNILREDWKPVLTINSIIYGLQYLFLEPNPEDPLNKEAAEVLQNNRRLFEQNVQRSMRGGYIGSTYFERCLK
Target sequence (Q13564 whole entry, looked up): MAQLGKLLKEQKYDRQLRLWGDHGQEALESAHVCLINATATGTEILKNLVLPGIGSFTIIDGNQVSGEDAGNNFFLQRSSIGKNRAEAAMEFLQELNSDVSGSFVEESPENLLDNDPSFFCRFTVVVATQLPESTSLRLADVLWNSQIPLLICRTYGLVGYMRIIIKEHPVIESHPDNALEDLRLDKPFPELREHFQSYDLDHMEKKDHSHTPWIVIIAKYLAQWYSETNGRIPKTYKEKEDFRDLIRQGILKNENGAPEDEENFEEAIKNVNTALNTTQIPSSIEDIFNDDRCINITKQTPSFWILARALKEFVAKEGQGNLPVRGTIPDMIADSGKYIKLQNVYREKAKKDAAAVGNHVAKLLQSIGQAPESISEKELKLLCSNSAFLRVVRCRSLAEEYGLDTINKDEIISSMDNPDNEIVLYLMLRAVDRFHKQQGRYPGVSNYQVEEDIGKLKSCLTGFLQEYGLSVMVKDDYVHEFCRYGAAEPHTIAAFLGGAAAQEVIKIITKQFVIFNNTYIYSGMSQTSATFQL
STEP inh: inhibitors of human striatal-enriched phosphatase STEP; P54829; recombinant STEP, OMFP fluorogenic substrate, fluorescence; 0.25% of 360,000 active; inhibition, % at 20 µM;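 active = inhibition at 20 µM, scaled per plate between control wells, above about 37%, limit read from the data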;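 also: 0% = DMSO with enzyme and substrate and 100% = substrate only without enzyme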
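System: STEP phosphatase, cell-free reaction; Buffer or medium: Bis-Tris pH 6.0 buffer with DTT, detergent; Incubation: 20 min at room temperature, dark; Measured by: fluorescence, 480/540 nm.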
CSN deneddyl inh: inhibitors of human CSN-mediated cullin deneddylation. Purified CSN, SCF-Nedd8-OG deneddylation, fluorescence polarization. inhibition, % at 12.5 µM. AID 651999. 0.38% of 360,000 active. Q92905;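 active = pattern-corrected inhibition above about 35%, with an unprinted fluorescence ratio check between 0.5 and 1.5, limit read from the data, passing the limit was not always enough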;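 also: 0% = enzyme with substrate and 100% = substrate without enzyme; some results filed as inactive read as strong as hits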
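Material: human Csn5 produced in HEK293T cells; Input: enzyme 0.24 nM; Reagent: SCFSkp2-Nedd8OG substrate at 10 nM final; Dosing: 12.5 µM compound; Incubation: 90 min reaction at room temperature; Detection: fluorescence polarization of the substrate; Evaluation: % inhibition of substrate cleavage by Csn5; Control set: substrate-only high control, full reaction low control.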
NadD block: blocks S. aureus nicotinate mononucleotide adenylyltransferase | 0.78% of 360,000 active | inhibition, % at 20 µM | AID 602399 | purified NadD enzyme, colorimetric absorbance read-out; in the data active = inhibition above about 26%; also: some compounds past the cut are filed as inactive
LMPTP block: blocks human LMPTP phosphatase; 0.22% of 360,000 active; AID 651560; recombinant LMPTP-A, OMFP fluorogenic substrate, fluorescence intensity; inhibition, % at 20 µM;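 active = compounds that cut the enzyme signal by at least half of the control window in the single-dose screen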;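 also: plate controls were DMSO wells with enzyme plus substrate for no effect and substrate without enzyme for full effect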
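Assay system: LMPTP-A enzyme. Input: 0.625 nM LMPTP-A final. Probe or stimulus: 400 µM OMFP. Compound dosing: single 20 µM dose. Schedule: 50 min dark incubation at room temperature. Detection: fluorescence intensity of OMFP turnover product. Read-out: percent inhibition versus substrate-only and uninhibited controls. Benchmarks: no-enzyme low control, uninhibited high control.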
Starred values were filed as active, the others as inactive; i = inactive; · = not tested or not shown.

The opening five compounds as a preview:
SMILES	SUMO1-SIM PPI	Rpn11 inh	Scp1 inh	DNMT1 block	Rin1 Abl inh	Neddyl block	STEP inh	CSN deneddyl inh	NadD block	LMPTP block
CCCCCCN1CCN(C2CN(Cc3ccc(C)cc3)S(=O)(=O)C2)CC1 (stereo not drawn)	7	i	·	0	1	i	0	1	-9	-0.1
Cc1[nH]c2ccc(C(=O)NCC(C)(C)N3CCOCC3)cc2c1C	-5	i	-9	-3	1	i	1	-12	-4	-2.7
CCOC(=O)c1[nH]nc(N)c1NC(=O)c1ccc(Cl)cc1Cl	-6	i	-2	2	0	i	-3	5	4	1.0
CC(=O)c1ccc(OCC(=O)OCc2cc(-c3ccco3)on2)cc1	-1	i	-7	11	0	i	-4	1	0	1.7
O=C1COC(c2ccccc2)=CN1Cc1ccccc1	0	i	2	4	-1	i	2	-3	-2	0.0

Main list, previewed entries included:
SMILES	SUMO1-SIM PPI	Rpn11 inh	Scp1 inh	DNMT1 block	Rin1 Abl inh	Neddyl block	STEP inh	CSN deneddyl inh	NadD block	LMPTP block
CCCCCCN1CCN(C2CN(Cc3ccc(C)cc3)S(=O)(=O)C2)CC1 (stereo not drawn)	7	i	·	0	1	i	0	1	-9	-0.1
Cc1[nH]c2ccc(C(=O)NCC(C)(C)N3CCOCC3)cc2c1C	-5	i	-9	-3	1	i	1	-12	-4	-2.7
CCOC(=O)c1[nH]nc(N)c1NC(=O)c1ccc(Cl)cc1Cl	-6	i	-2	2	0	i	-3	5	4	1.0
CC(=O)c1ccc(OCC(=O)OCc2cc(-c3ccco3)on2)cc1	-1	i	-7	11	0	i	-4	1	0	1.7
O=C1COC(c2ccccc2)=CN1Cc1ccccc1	0	i	2	4	-1	i	2	-3	-2	0.0
O=C(O)/C=C/C(=O)NCCc1ccc(Cl)cc1	0	i	-5	4	0	i	-3	0	-3	-2.3
CC(=O)N1c2ccc(S(=O)(=O)N(C)CC(=O)NC3CCCC3)cc2CC1C (stereo not drawn)	5	i	-1	3	2	i	2	3	-6	-0.7
COCCn1c(SCC(=O)Nc2ccc3[nH]c(=O)[nH]c3c2)nc2ccccc2c1=O	6	i	-16	2	3	i	38*	-2	-5	-2.2
O=C(COC(=O)c1ccc2ncsc2c1)Nc1ncc(Cl)cc1Cl	7	i	13	-5	-4	i	-2	-2	0	0.4
CSc1nc2c(c(=O)n1-c1ccc(F)cc1)SCC2	-14	i	0	4	-3	i	1	3	-2	-0.9
COc1ccc(-c2nc(/C=C3\C(C)=Nc4ccccc43)c(O)o2)cc1	-13	·	-7	-11	-1	i	-2	4	17	3.3
COc1ccc(OCc2cc(C(=O)N3CCCC(O)C3)no2)c2ccccc12 (stereo not drawn)	-7	i	-7	-18	-2	i	-1	0	0	0.5
COc1ccc(C2CC(c3cccs3)Nc3nnnn32)cc1 (stereo not drawn)	-3	i	0	-2	3	i	-6	-3	-1	-2.9
COc1ccc(-c2nnn(CC(=O)N(CCCN3CCOCC3)C(C(=O)NC3CCCC3)c3ccc(C)o3)n2)cc1 (stereo not drawn)	-2	i	-7	-1	-1	i	3	-1	-4	-0.3
O=C(NCCc1ccccc1)C(c1cccs1)N(C(=O)c1csnn1)C1CC1 (stereo not drawn)	-3	i	-13	0	0	i	1	4	-1	0.2
COc1ccccc1C(=O)NNC(=O)c1sccc1-n1cccc1	4	i	-8	0	4	i	-2	-4	5	0.2
CCCCC(O)(CCN1CCOCC1)c1ccc(Cl)cc1 (stereo not drawn)	-1	i	-2	0	1	i	-2	6	-3	0.3
CCc1cccc(C)c1NC(=O)CSc1n[nH]c(N)n1	-1	i	-4	3	0	i	0	0	-4	-0.7
Cc1ccccc1-c1nnc(-c2ccccc2)o1	2	i	-6	0	-2	i	-1	0	-10	-0.1
Cn1nnnc1Sc1ncnc2scc(-c3ccc(Cl)cc3)c12	-8	i	-4	9	3	i	2	5	2	-1.0
CCC1Oc2ccccc2N(CC(=O)NCCCN2CCCCC2CC)C1=O (stereo not drawn)	0	i	-3	-2	6	i	1	7	-3	-4.5
CC(=O)N(C(C)=O)c1ncc2c([nH]c3ccccc32)c1C#N	2	i	-1	1	5	·	0	-6	1	-1.5
Cc1ccc(N/N=C(\Cc2nc3ccccc3[nH]2)c2ccccc2)cc1	-10	i	1	-4	0	i	0	-3	27	2.0
COc1ccc(OC)c(-n2c(C)ccc2-c2ccc(S(C)(=O)=O)cc2)c1	-2	i	-7	-10	-2	·	7	-5	-10	1.2
Cc1cc(-c2csc(N)n2)c(C)n1Cc1ccccc1	-3	i	0	-31	-2	i	-1	-7	23	5.5
O=C(Nc1ccn(Cc2ccccc2F)n1)c1ccc(COc2ccccc2Cl)cc1	-1	i	-14	-14	3	i	0	-2	-6	5.1
COc1ccc(/C=C/C(=O)ONC2=NCCCCC2)cc1OC	-9	i	-6	-1	-4	i	3	-2	-2	-1.5
Cc1ccc(OCCCCCCN2CCNCC2)cc1	0	i	10	5	0	i	-4	4	-14	-12
Cc1ccc2c(c1)S(=O)(=O)N(C)C(c1ccccc1)=C2	-5	i	-10	1	3	i	4	3	-5	1.0
COc1ccc(NC(=O)CN2CCC(NC(=O)c3ccco3)CC2)c([N+](=O)[O-])c1	-34	i	-5	-1	-3	i	-4	0	-3	-0.5
CC(C)c1nc(NCCO)c(C#N)c2c1CCCC2	5	i	4	-4	0	i	1	5	-1	1.2
Cc1ccc2[nH]c3c(=O)n(CC(=O)N4CCN(C)CC4)ncc3c2c1	-2	i	-4	2	2	·	1	0	5	-1.3
COCCN(C(=O)CCc1ccccc1OC)c1nnc(-c2cccnc2)s1	4	i	-4	-1	-1	i	3	3	3	0.2
Cn1c(=O)c2c(nc(CN3CCOCC3)n2CC(O)CO)n(C)c1=O (stereo not drawn)	0	i	-7	1	-1	i	-2	0	-4	-1.7
CCCN(CC1CC1)C(=O)COC(=O)c1oc2ccc(OCC)cc2c1C	-4	i	-3	-7	-1	·	0	2	3	2.8
OCCC1CN(Cc2nc(-c3ccccc3)cs2)CCN1C1CCCC1 (stereo not drawn)	-2	i	0	-2	-1	i	-1	-5	-9	-1.2
CC(C)NC(=O)NC(=O)COC(=O)c1cccc(OC(F)F)c1	3	i	-8	0	-1	i	2	4	-3	-0.5
O=C(Cn1nnc(-c2ccc(Cl)cc2)n1)NCCC1=CCCCC1	-1	i	5	12	-2	i	-2	4	8	-1.5
Cc1nn(Cc2ccccc2)c(C)c1NC(=O)CCCn1nc(C)c([N+](=O)[O-])c1C	-3	i	14	8	0	i	0	5	5	-1.6
O=C(O)/C=C/C(=O)Nc1ccccc1C(=O)OCC(=O)c1ccc2c(c1)OCCO2	10	i	-11	0	0	i	0	0	2	-0.5
CCCCSCc1nc2ccccn2c1Br	1	i	-4	-6	-3	i	1	2	-12	-0.8
Cc1ccc(CN2C(=O)C(C)Oc3ccc(C)cc32)cc1 (stereo not drawn)	1	i	·	10	1	i	1	-4	-6	-0.8
CS(=O)(=O)c1ccc2nc(NC(=O)CC3CCCC3)sc2c1	-2	i	-3	-7	-4	i	-3	-5	2	-0.1
COc1ccc(S(=O)(=O)NC(C(C)C)C(C)C)cc1OC	2	i	-2	-1	2	i	3	1	-9	-0.4
CC(C)NC(=S)N1CCC(Cc2ccccc2)CC1	1	i	-1	0	0	i	-1	-2	4	-1.0
CC(C)c1ccc(CCNC(=O)c2cccc(S(=O)(=O)N3CCN(C)CC3)c2)cc1	-2	i	-5	2	6	i	0	3	-3	-0.6
CCOC(=O)c1cnc2c(C)c(-c3ccccc3)[nH]n2c1=O	0	i	69*	-1	1	i	2	0	1	-0.3
CCOC(=O)CN(C(=O)CSc1nnc2c(n1)[nH]c1ccc(OC)cc12)c1ccc(F)cc1	4	i	-2	-7	-9	i	3	-1	6	1.9
COc1cc(C(=O)NCCCNc2nc3cc(C)c(C)cc3cc2C#N)cc(OC)c1OC	-2	i	-1	-16	-1	·	1	19	2	0.2
CCOC(=O)C1=C(C)N=C2SCCC(=O)N2[C@@H]1c1cccs1	-5	i	0	-6	0	i	1	-2	-6	-0.5
CC1=C(C)C(=O)N(CCC(=O)O)C1=O	-4	i	-2	16	0	i	2	3	-1	-1.0
Cc1ccc(CCNC(=O)c2nc(CS(=O)(=O)c3ccc(Cl)cc3)no2)cc1	-3	i	-17	4	-1	i	-1	-1	-3	1.1
O=S(=O)(Nc1nnc(C(F)(F)F)s1)c1ccc(Cl)cc1	3	i	-3	0	0	i	-2	0	-4	-0.8
COCCN(C(=O)CN1CCN(S(=O)(=O)c2ccc(F)cc2)CC1)c1c(N)n(Cc2ccccc2)c(=O)[nH]c1=O	-1	i	-5	0	-3	i	1	0	3	-2.6
Cc1ccc(N2CC(C(=O)Nc3cccnc3)CC2=O)cc1C (stereo not drawn)	1	i	2	1	0	i	2	-1	-18	-0.6
CCOc1ccc(C(=O)NCc2ccc3c(c2)OCO3)cc1OCC	5	i	-5	2	1	i	1	-2	-10	-1.1
O=C(O)c1ccc(N2C(=O)/C(=C/C=C/c3ccccc3)SC2=S)cc1	4	i	-2	18	-3	i	2	19	1	-0.2
O=C(Nc1ccc(F)c(Cl)c1)NC1CC1	5	i	-6	0	2	i	-5	1	5	-1.6
O=C(O)c1ccccc1C(=O)c1ccc(Sc2ccc(Cl)cc2)c([N+](=O)[O-])c1	-24	i	-10	0	2	i	7	4	7	0.1
O=C(NC1CCC(O)CC1)c1ccc2c(c1)S(=O)(=O)N=C1CCCCCN12 (stereo not drawn)	6	i	-2	0	-1	i	1	-3	1	-0.8
The list goes on:
SMILES	SUMO1-SIM PPI	Rpn11 inh	Scp1 inh	DNMT1 block	Rin1 Abl inh	Neddyl block	STEP inh	CSN deneddyl inh	NadD block	LMPTP block
C=CCN(c1ccccc1)S(=O)(=O)c1cccc(C(=O)Nc2ncccc2C)c1	-48	i	-7	-9	2	i	-3	-4	1	-9.1
Cc1ccc2[nH]c(=O)c(CN(CC3CCCO3)C(=S)Nc3ccccc3)cc2c1 (stereo not drawn)	-1	i	-1	-2	-2	i	4	-1	9	1.2
COc1ccccc1N1CCN(CC(=O)NCC2CCCO2)CC1 (stereo not drawn)	0	i	-2	3	3	i	-3	1	-3	-1.1
CC(=O)Nc1ccc(Nc2cc(C(C)C)nc3c(-c4ccccc4)c(C)nn23)cc1	6	i	5	-12	0	·	0	3	-12	2.9
CC(=O)n1nc(-c2ccc(C)cc2)nc1NCc1ccco1	5	i	-20	2	1	i	3	-7	-4	0.3
COc1ccc2c(CC(=O)OCC(=O)Nc3ccc(S(N)(=O)=O)cc3)coc2c1	-2	i	-11	-4	-5	i	2	6	-3	0.2
Cc1ccsc1C(=O)OCc1nc2ccsc2c(=O)[nH]1	2	i	4	2	1	i	2	1	3	-0.6
